ARFGAP1 inh = inhibitors of rat ARFGAP1; hit rate 0.26% among 360,000; inhibition, % at 16.5 µM; Q62848; AID 651572; Arfgap1-stimulated ARF1 GTP hydrolysis, GDP FP detection;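 active = inhibition above a per-plate limit, mean inhibition of low control wells plus 3 SD, cut at about 25% in these data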;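 note: 0% = DMSO wells with enzyme and 100% = wells lacking Arfgap1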
Target sequence (Q62848 1-136 limits assumed): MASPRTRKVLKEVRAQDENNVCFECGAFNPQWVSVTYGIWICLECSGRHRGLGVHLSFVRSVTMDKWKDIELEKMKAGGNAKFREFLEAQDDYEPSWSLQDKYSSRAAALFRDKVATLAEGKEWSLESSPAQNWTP
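system = rat Arfgap1 catalytic domain, aa 1-136 | technique = FP, GDP Alexa 633 tracer displaced from anti-GDP antibody, 620/688 nm | compound = one concentration, 16.5 µM, DMSO 1.26% | medium = HEPES-based buffer, pH 7.5 | timing = compound-enzyme preincubation 20 min, reaction 120 min, detection 60 min, 25 °C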
ADAM17 inh = inhibits human ADAM17; P78536; recombinant ADAM17, EDANS/DABCYL FRET peptide cleavage; inhibition, % at 6.95 µM; hit rate 0.83% among 370,000; AID 720648;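 active = inhibition above the mean of compounds lying between control limits plus 3 SD, set per campaign, cut at about 8.5% in these data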;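 note: 0% = DMSO-only wells as the low control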
Target sequence (P78536 215-824 limits assumed): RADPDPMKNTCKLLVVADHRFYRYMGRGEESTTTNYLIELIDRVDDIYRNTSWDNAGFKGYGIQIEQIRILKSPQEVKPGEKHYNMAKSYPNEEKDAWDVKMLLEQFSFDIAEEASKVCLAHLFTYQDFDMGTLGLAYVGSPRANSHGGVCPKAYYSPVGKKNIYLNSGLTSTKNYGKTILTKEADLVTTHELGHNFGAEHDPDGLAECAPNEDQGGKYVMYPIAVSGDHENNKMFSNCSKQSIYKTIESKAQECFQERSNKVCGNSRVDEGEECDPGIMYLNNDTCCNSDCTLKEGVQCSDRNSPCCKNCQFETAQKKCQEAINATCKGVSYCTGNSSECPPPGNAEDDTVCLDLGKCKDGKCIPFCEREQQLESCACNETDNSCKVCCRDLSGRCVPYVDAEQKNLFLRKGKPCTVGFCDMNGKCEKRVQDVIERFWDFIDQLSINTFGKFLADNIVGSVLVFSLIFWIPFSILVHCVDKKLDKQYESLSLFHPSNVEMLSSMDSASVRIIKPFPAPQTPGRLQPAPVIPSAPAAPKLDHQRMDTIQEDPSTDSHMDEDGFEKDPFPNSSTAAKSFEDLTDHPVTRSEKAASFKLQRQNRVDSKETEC
Tn6 DDE FP = inhibitors of Tn6 peptide binding to human fibrin DD(E); Fibrin DD(E) TRITC-Tn6 fluorescence polarization displacement; hit rate 0.21% among 370,000; inhibition, % at 8.3 µM; P02675;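 active = inhibition above a per-campaign cutoff: mean of compounds within control limits plus 3 SD, cut at about 15% in these data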;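 note: 0% = median of all compound wells on the plate and 100% = blocking peptide control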
DDE Tn7 FP inh = DD(E)-Tn7 binding inhibition, primary FP screen; P02675; FP displacement of FITC-Tn7 peptide from fibrin DD(E); 0% = median of compound wells per plate; inhibition, % at 8.3 µM; hit rate 0.13% among 370,000;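 active = inhibition above the mean of compounds falling within the control limits plus 3 SD of them, cut at about 14% in these data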;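 note: 0% = plate median of compound wells and 100% = 10 µM Aha-Tn7 peptide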
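Assay system: Fibrin-DD(E) protein isolated from polymerized human fibrin clots; read-out basis: percent inhibition; medium: Tris/NaCl/CaCl2 buffer, pH 7.8; signal: FP measurement; incubation: 10 min plus 3 h, room temperature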
KLK7 zymogen act = activates the human kallikrein-7 zymogen; purified proKLK7, EDANS-DABCYL substrate fluorescence; 100% is mature enzyme control, 0% vehicle; activation, % at 7 µM; hit rate 0.9% among 370,000;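 active = activation above the mean of all tested compounds plus 3 SD, computed per campaign excluding outliers beyond control limits, cut at about 13% in these data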
MBD2 inh = inhibitors of human MBD2 binding to methylated oligonucleotide | Q9UBB5 | TR-FRET | inhibition, % at 4.4 µM | hit rate 0.31% among 370,000; in the data active = inhibition above about 13%
UHRF1 MBD2 ctr = human UHRF1 methylated DNA binding inhibitors. hit rate 0.75% among 370,000. Q96T88. UHRF1 binding to methylated oligo, TR-FRET. inhibition, % at 4.4 µM; in the data active = inhibition above about 21%;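 note: UHRF1 SRA domain binding a hemimethylated CpG hairpin DNA probe; 0% = median of test compound wells and 100% = reference inhibitor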
PLCg1 inh = blocks human PLC-gamma1 enzyme activity; AID 720700; purified PLC-gamma1, fluorogenic substrate, fluorescence; inhibition, % at 12.2 µM; hit rate 0.84% among 370,000; in the data active = inhibition above about 9.5%
ASAP1 inh = ASAP1 ArfGAP inhibition; Q9ULH1; ASAP1-stimulated ARF1 GTP hydrolysis, GDP FP detection; inhibition, % at 16.5 µM; hit rate 0.19% among 360,000; in the data active = inhibition above about 25%;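 note: 0% = vehicle with enzyme and substrate and 100% = no enzyme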
PLC-beta3 inh = blocks human PLC-beta3 enzyme activity | Q01970 | Purified PLC-beta3, fluorogenic substrate, fluorescence | inhibition, % at 12.2 µM | hit rate 0.18% among 370,000 | AID 720704; in the data active = inhibition above about 11%;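 note: 0% = median of compound wells on plate and 100% = full blocker control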
* hit, by the source's call; i = inactive; . = not tested or not shown.

No.	SMILES	ARFGAP1 inh	ADAM17 inh	Tn6 DDE FP	DDE Tn7 FP inh	KLK7 zymogen act
1	CCOc1ccc(N/C=C/C(=O)c2cc(OC)c(OC)c(OC)c2)cc1	-3	-2	1	2	-2.7
2	CCS(=O)(=O)N1CCC(C(=O)OCC(=O)c2ccc(Br)cc2)CC1	2	-5	0	8	-0.6
3	Cc1onc(-c2ccccc2)c1C(O)c1ccc(F)cc1 (configuration not stated)	6	0	2	1	0.2
4	O=C(Cn1ccc2ccccc2c1=O)N1CCN(Cc2ccc3c(c2)OCO3)CC1	2	-2	5	6	-0.1
5	Oc1ccc(/C=N/Nc2cccc(Cl)n2)c(O)c1	11	4	-6	-4	-1.3
6	Cc1[nH]nc2nc(SCC(=O)NCCC3=CCCCC3)n(-c3ccc(Br)cc3)c(=N)c12	-10	1	9	-1	-3.5
7	O=C(N/N=C/C=C\c1ccccc1)c1cnccn1	1	2	1	6	-0.3
8	COc1ccc(C(=O)NC2CCN(CC(=O)NC3CCCCC3)CC2)cc1	-4	0	-2	1	-0.2
9	O=C(Nc1nnc(-c2ccccc2SCc2ccccc2F)s1)Nc1ccccc1F	9	0	-7	-7	-0.2
10	Cc1cc(C)c(NC(=S)NCCO)c(C)c1	-2	-4	2	0	0.2
11	COc1cccc(C2C(C(=O)c3ccc(C)o3)=C(O)C(=O)N2CCN2CCOCC2)c1 (configuration not stated)	-3	-6	2	1	0.4
12	NCC12CC3CC(C1)CC(CN)(C3)C2	-7	3	-10	6	-0.1
13	CCOC(=O)[C@]12CCCC=C1N(Cc1ccco1)C(=O)[C@H](CC(=O)N1CCN(C(=O)C3CC3)CC1)C2	-14	0	-3	-2	-0.3
14	COc1cc(C(=O)Nc2ccc3c(c2)Cc2cc(NC(=O)c4cc(OC)c(OC)c(OC)c4)ccc2-3)cc(OC)c1OC	1	-6	0	4	1.4
15	CCOC(=O)C1CCCN(C(=O)CCn2nnnc2CN2CCOCC2)C1 (configuration not stated)	-7	-7	0	-3	-0.6

No.	MBD2 inh	UHRF1 MBD2 ctr	PLCg1 inh	ASAP1 inh	PLC-beta3 inh
1	1	-2	-21	0	-32
2	5	4	-4	3	2
3	-2	0	4	-4	4
4	-5	0	0	6	0
5	-2	-4	-7	-10	-16
6	1	0	-3	2	-9
7	-5	0	3	-8	-3
8	6	6	0	2	-2
9	-2	-1	3	-1	7
10	4	1	4	7	0
11	5	-1	-3	13	-17
12	1	3	5	4	4
13	-1	0	3	10	4
14	0	5	-1	2	-2
15	-2	0	-1	-3	-7

A second format for part of the listing above.
entry | ARFGAP1 inh | ADAM17 inh | Tn6 DDE FP | DDE Tn7 FP inh | KLK7 zymogen act | MBD2 inh | UHRF1 MBD2 ctr | PLCg1 inh | ASAP1 inh | PLC-beta3 inh | mol
12 | -7 | 3 | -10 | 6 | -0.1 | 1 | 3 | 5 | 4 | 4 | NCC12CC3CC(C1)CC(CN)(C3)C2
8 | -4 | 0 | -2 | 1 | -0.2 | 6 | 6 | 0 | 2 | -2 | COc1ccc(C(=O)NC2CCN(CC(=O)NC3CCCCC3)CC2)cc1

Following part:
No.	SMILES	ARFGAP1 inh	ADAM17 inh	Tn6 DDE FP	DDE Tn7 FP inh	KLK7 zymogen act
16	CCOC(=O)N(C)[C@H]1C[C@H]2c3[nH]c4ccccc4c3CCN2C(=O)[C@H]1[C@H](C)O	4	i	-5	1	50*
17	CCOc1ccc(-n2c(SCC(=O)Nc3ccc4c(c3)c3ccccc3n4CC)nnc2-c2cccnc2)cc1	.	2	-5	-2	-1.4
18	N#C/C(=C1\C(=O)Nc2c(Cl)cc(Cl)cc21)c1nnc2n1CCCCC2	-2	-2	7	5	0.1
19	CCOc1ccc(S(=O)(=O)N2CCCC(C(=O)NCc3ccccn3)C2)cc1Cl (configuration not stated)	-11	-2	5	1	0.9
20	COc1ccc(Nc2nc(N3CCOCC3)nc(N3CCOCC3)n2)c(OC)c1	-8	-4	5	4	0.5
21	Cc1ncc([N+](=O)[O-])n1CC(=O)Nc1ccc(OC(F)(F)Cl)cc1	9	1	0	-3	0.3
22	N#Cc1ccc(Cl)cc1NC(=O)COC(=O)c1ccc2c(c1)OCCO2	-1	0	-3	-1	-0.5
23	O=C(Cn1nnc(-c2cccs2)n1)N1CCc2ccccc2C1	4	-2	-2	-1	0.1
24	CC(=O)c1ccc(-n2nnnc2SCC(=O)N2CCc3ccccc3C2)cc1	4	5	0	-7	-0.1
25	CS(=O)(=O)N1CCCCC1c1cc(C(=O)NCc2ccc(Cl)c(Cl)c2)no1 (configuration not stated)	8	-1	5	1	0.0
26	CCOC(=O)COc1cc(Br)c(/C=N/Nc2ccccc2)cc1OC	7	-4	-2	-2	-1.3
27	COc1ccc(C=NNC(=O)c2cc(-c3ccc(C)c(C)c3)n[nH]2)cc1OCc1ccccc1	.	-6	16*	-6	1.3
28	O=C(O)CCCCCN1C(=O)C(O)=C(C(=O)/C=C/c2ccccc2)C1c1cccc([N+](=O)[O-])c1 (configuration not stated)	6	1	0	3	1.3
29	COCC(=O)N(Cc1cc2cc(C)ccc2[nH]c1=O)c1ccccc1	-6	-17	-3	-4	-0.1
30	CCn1cc(C2=NOC(C(=O)Nc3cc(C)nn3-c3ccccc3)C2)c(C)n1 (configuration not stated)	-14	2	7	3	-0.4

No.	MBD2 inh	UHRF1 MBD2 ctr	PLCg1 inh	ASAP1 inh	PLC-beta3 inh
16	5	1	i	5	i
17	-3	0	-5	.	-8
18	-2	-3	-2	0	-2
19	0	0	1	4	-6
20	-2	-1	-2	0	-6
21	0	2	5	-2	-1
22	2	2	-3	9	-4
23	6	9	2	11	1
24	1	-7	5	-4	2
25	5	-3	-1	-17	-8
26	-4	1	0	2	3
27	-1	-2	-17	.	-35
28	-1	-2	3	4	-2
29	1	2	-3	10	-7
30	-3	-1	2	9	2

Rewritten with each value named: two of the compounds above
(28) O=C(O)CCCCCN1C(=O)C(O)=C(C(=O)/C=C/c2ccccc2)C1c1cccc([N+](=O)[O-])c1 (configuration not stated)
  ARFGAP1 inh: 6 | ADAM17 inh: 1 | Tn6 DDE FP: 0 | DDE Tn7 FP inh: 3 | KLK7 zymogen act: 1.3 | MBD2 inh: -1 | UHRF1 MBD2 ctr: -2 | PLCg1 inh: 3 | ASAP1 inh: 4 | PLC-beta3 inh: -2

(16) CCOC(=O)N(C)[C@H]1C[C@H]2c3[nH]c4ccccc4c3CCN2C(=O)[C@H]1[C@H](C)O
  ARFGAP1 inh: 4 | ADAM17 inh: i | Tn6 DDE FP: -5 | DDE Tn7 FP inh: 1 | KLK7 zymogen act: 50* | MBD2 inh: 5 | UHRF1 MBD2 ctr: 1 | PLCg1 inh: i | ASAP1 inh: 5 | PLC-beta3 inh: i

Further entries follow.
No.	SMILES	ARFGAP1 inh	ADAM17 inh	Tn6 DDE FP	DDE Tn7 FP inh	KLK7 zymogen act
31	CCOC(=O)C1CCN(c2c(-c3ccccc3)c3cc(Cl)ccc3[nH]c2=O)CC1	-6	1	7	1	-1.9
32	O=C(O)C1=C2C(=O)Nc3cccc(c32)C2(C1)C(=O)Nc1ccccc12 (configuration not stated)	-7	-5	-7	5	-1.4
33	CC(=O)Nc1c(Br)cc(N2C(=O)CCC2=O)cc1Br	-12	-2	-7	-4	-0.3
34	O=C(CCc1nc2ccccc2c(=O)[nH]1)Nc1cc(Cl)ccc1N1CCCC1	4	-3	-7	-7	0.0
35	Cc1cccc(CSCc2ccc(C(=O)NCC3CCCO3)o2)c1 (configuration not stated)	1	-8	6	-4	-0.4
36	COc1ccc(C(=O)Nc2ccc(S(=O)(=O)Nc3ncccn3)cc2)cc1OC	-8	2	-7	-2	0.3
37	CCCCn1c(N)c(N(CCOC)C(=O)CCNC(=O)c2ccc(Cl)cc2)c(=O)[nH]c1=O	-1	-2	-3	-4	-0.2
38	CC(C)c1ccc(NC(=O)[C@@H](C)NC(=O)[C@@H]2Cc3ccccc3CN2)cc1	-7	-2	-2	3	-0.6

No.	MBD2 inh	UHRF1 MBD2 ctr	PLCg1 inh	ASAP1 inh	PLC-beta3 inh
31	-4	-3	-24	-12	-17
32	1	-3	-33	-16	-56
33	3	-2	0	7	3
34	3	32*	-2	1	-8
35	2	1	1	3	-7
36	1	4	4	12	14*
37	3	4	-4	-3	-3
38	3	8	5	-4	-4
